Source: PubChem BioAssay
PV pol inh: inhibitors of poliovirus RNA polymerase binding and polymerization; poliovirus polymerase elongation, fluorescence polarization; active compounds read low; % elongation, % (compound at 16.7 µg/mL); hit rate 0.66% among 150,000; in the data active = % elongation below about 90%; also: some results filed as inactive read as strong as hits
Target sequence (P03300 1749-2209 limits assumed): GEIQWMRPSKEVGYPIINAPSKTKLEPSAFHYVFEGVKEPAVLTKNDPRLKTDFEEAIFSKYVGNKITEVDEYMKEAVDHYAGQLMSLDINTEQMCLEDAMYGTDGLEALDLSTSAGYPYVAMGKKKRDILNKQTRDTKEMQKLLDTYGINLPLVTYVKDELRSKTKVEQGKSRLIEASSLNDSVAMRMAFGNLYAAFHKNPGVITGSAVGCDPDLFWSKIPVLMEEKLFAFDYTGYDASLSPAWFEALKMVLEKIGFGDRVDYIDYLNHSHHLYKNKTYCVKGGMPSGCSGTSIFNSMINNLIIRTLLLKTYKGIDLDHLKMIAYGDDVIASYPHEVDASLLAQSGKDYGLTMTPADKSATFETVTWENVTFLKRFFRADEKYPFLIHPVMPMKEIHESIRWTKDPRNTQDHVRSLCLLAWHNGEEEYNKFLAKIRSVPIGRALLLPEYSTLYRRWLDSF
PV pol inh FP z-score: second read-out of PV pol inh, no call of its own (marks repeat the call); z-score; measured here: FP z-score; hits read low
* marks the source's active call; other numbers are inactive results. Some of the compounds tested; the hit share may differ from the screen's.

Molecule,PV pol inh,PV pol inh FP z-score
CCN1CCN(c2nnc(-n3cccc3C(=O)Nc3cccc(OC)c3)s2)CC1,109.0,0.5
O=C(NCC1CCCO1)c1ccc(CN2CCc3ccccc3C2)cc1 (stereo not drawn),100.0,-0.3
COc1ccc(N/C=C/C(=O)C(C)(C)C)cc1,99.0,-0.5
CC(=O)N1N=C(c2ccc(N(C)C)cc2)CC1NC(Cc1c[nH]c2ccccc12)C(=O)O (stereo not drawn),105.0,0.1
CC(=O)c1ccc(NC(=O)c2ccc(NC(=O)CCS(=O)(=O)c3cccs3)cc2)cc1,105.0,0.3
CCN(Cc1ccccc1)C(=O)CCc1c(C)nc2c(c(C)nn2-c2ccc(C)c(C)c2)c1C,109.0,0.6
CCn1nccc1C(=O)Nc1cc(Cl)ccc1Cl,98.0,-1.3
COc1cc(C(=O)Nc2cccc(OCc3cc(=O)n4c(C)csc4n3)c2)cc(OC)c1OC,103.0,-1.1
Cc1cc(C)cc(Nc2csc(/N=C/NO)n2)c1,109.0,0.4
CCOc1ccc(NC(=O)[C@H](Cc2ccccc2)N2Cc3ccccc3C2=O)cc1,106.0,0.3

The last 7 records of the section before open the next one.
Molecule,PV pol inh,PV pol inh FP z-score
CC(=O)N1N=C(c2ccc(N(C)C)cc2)CC1NC(Cc1c[nH]c2ccccc12)C(=O)O (stereo not drawn),105.0,0.1
CC(=O)c1ccc(NC(=O)c2ccc(NC(=O)CCS(=O)(=O)c3cccs3)cc2)cc1,105.0,0.3
CCN(Cc1ccccc1)C(=O)CCc1c(C)nc2c(c(C)nn2-c2ccc(C)c(C)c2)c1C,109.0,0.6
CCn1nccc1C(=O)Nc1cc(Cl)ccc1Cl,98.0,-1.3
COc1cc(C(=O)Nc2cccc(OCc3cc(=O)n4c(C)csc4n3)c2)cc(OC)c1OC,103.0,-1.1
Cc1cc(C)cc(Nc2csc(/N=C/NO)n2)c1,109.0,0.4
CCOc1ccc(NC(=O)[C@H](Cc2ccccc2)N2Cc3ccccc3C2=O)cc1,106.0,0.3
N#CC(C#N)=Cc1ccc(OCc2ccsc2C#N)cc1,102.0,0
CCSc1nnc(NC(=O)c2cc(=O)c3cc(C)c(C)cc3o2)s1,105.0,-0.5
Cc1ccc(Cl)cc1Nc1sc(C(=O)c2ccccc2)c(N)c1S(=O)(=O)c1ccccc1,111.0,0.9
COc1cc(Cl)c(C)cc1NC(=O)c1cc2ccc3cccnc3c2[nH]1,107.0,0
CCOc1ccc(NC(=O)CCn2c(-c3ccc(F)cc3)cc(C(C)=O)c2C)cc1,106.0,0.3
N[C@@H]1C[C@H]1c1ccccc1,99.0,-0.1
COc1cccc(-n2cc(C(=O)N3CCN(C(=O)c4ccco4)CC3)c3ccccc3c2=O)c1,104.0,1.4
CNC(=O)C(C)n1c(C)c2cnn(-c3ccccc3)c(=O)c2c1C (stereo not drawn),103.0,0.2
CCN1C(=O)C(Cc2nc3ccccc3c(=O)n2-c2ccc(OC)cc2)c2ccccc21 (stereo not drawn),111.0,0.6
C/C(N)=C(/C#N)C(=O)CSc1cc(Cl)ccc1Cl,105.0,0.2

(listing goes on)
Molecule,PV pol inh,PV pol inh FP z-score
COc1ccc(CCNCc2c(C(=O)O)c(C)n(Cc3cccc(C)c3)c2C)cc1OC,110.0,0.2
Cc1cc(C)n2nc(SCC(=O)NCCC3=CCCCC3)nc2n1,98.0,-0.8
O=C(Nc1ccc2oc(-c3ccncc3)nc2c1)c1ccccc1Cl,107.0,0.8
O=C(O)CCN1C(=O)Cc2ccccc2C1=O,22.0*,-8.1*
O=C(O)c1ccc(O)c(-n2c(=O)c3cc4c(=O)n(-c5cc(C(=O)O)ccc5O)c(=O)c4cc3c2=O)c1,105.0,0.7
Cc1ccc(NC(=O)c2sc3nc(-c4cc5ccccc5oc4=O)[nH]c(=O)c3c2C)c(C)c1,83.0,-4.4
CCOC(=O)c1cnc(=S)[nH]c1C(F)(F)F,104.0,0.1
c1cncc(N=c2scc(-c3cccs3)n2C2CCCC2)c1,107.0,0.5
O=C(Oc1ccccc1)c1ccco1,99.0,0.1
Cc1ccc(CSc2nnnn2-c2ccccc2)cc1,101.0,-0.3

The listing continues.
Molecule,PV pol inh,PV pol inh FP z-score
CC(SC1=NS(=O)(=O)c2ccccc21)C(=O)O (stereo not drawn),101.0,-0.1
O=C(O)Cn1c(P(=O)(O)c2ccccc2)nc2ccccc21,102.0,0.1
NS(=O)(=O)c1ccc(CNC2=NCCCCC2)cc1,104.0,0.5
O=C(c1cc(=O)c2ccccc2o1)N1CCN(S(=O)(=O)/C=C/c2ccccc2)CC1,101.0,-0.4
O=S(=O)(Cc1ccccc1)Nn1cnnc1,101.0,-0.4
CN(C)C(=S)Nc1ccc2c(c1)OCCO2,103.0,0.3
COc1cc(Cl)c(C)cc1NC(=O)NC1COc2ccccc2C1 (stereo not drawn),100.0,-1.3
CN(C)/C=C1\SC(=O)N(c2ccccc2)C1=O,104.0,0.2
Cc1ccc(CNC(=O)CN(C)S(=O)(=O)c2cccs2)cc1,101.0,-0.2
COc1ccc(Br)c(C(=O)Nc2c(C)nc3nc[nH]n3c2=O)c1,100.0,-0.1

Remaining list, next part
Molecule,PV pol inh,PV pol inh FP z-score
CC1=C(c2ccc(C)cc2)S(=O)(=O)N(Cc2ccc(C(=O)NCc3cccc(C)c3)cc2)C1=O,118.0,1
CC(=O)Nc1nc2ccc3ccccc3c2s1,100.0,-0.6
COc1ccc(CCNC(=O)c2ccc3nc4ccc(Cl)cc4c(=O)n3c2)cc1OC,104.0,0.8
Cc1ccc(NC(=O)CCNS(=O)(=O)c2ccc3c(c2)CCCC(=O)N3)cc1,98.0,-2.1
Cc1c(Nc2ncccc2C(=O)O)cccc1C(F)(F)F,99.0,-0.1
CC(C)C(=O)N1N=C(c2cccnc2)CC1(O)C(F)(F)F (stereo not drawn),103.0,0.4
COCCN(Cc1cc2ccc(C)c(C)c2nc1Cl)C(=O)N1CCOCC1,102.0,0.2
O=C(Cc1cc(F)cc(F)c1)Nc1ccc(F)cc1,104.0,0.2
Cc1ccc2c(c1)C1CN(C)CCC1N2S(=O)(=O)c1ccccc1 (stereo not drawn),99.0,-0.3
Cc1cccc(NC(=O)CCn2cnnn2)c1C,105.0,0.2

Other results:
Molecule,PV pol inh,PV pol inh FP z-score
COc1ccc2c(c1)c(=O)oc1c(C)c(OCC(=O)O)ccc12,102.0,0.1
Cc1ccc2c(c1)c1c3n2CCN(C(=O)c2ccc(C(F)(F)F)cc2)C3CCC1 (stereo not drawn),105.0,-0.1
O=c1c2c(-c3ccc(Cl)cc3)ccnc2[nH]n1-c1ccccc1,105.0,0
Cc1ccccc1Nc1nc(N)nc(CSc2nnc(Cc3ccccc3)o2)n1,97.0,-0.8
O=C(CCS(=O)(=O)c1nc(-c2cccs2)cc(C(F)(F)F)n1)Nc1ccc(OC(F)(F)F)cc1,110.0,0.8
O=C(Nc1ccc(N2CCOCC2)c2nonc12)c1ccco1,99.0,-0.8
COc1cccc(N2C(=O)CSC23C(=O)N(CC(=O)Nc2cccc(Cl)c2)c2ccccc23)c1 (stereo not drawn),106.0,0.2
CC(C)(C)c1ccc(Oc2ncccc2C(=O)O)cc1,104.0,-0.2
O=C(CSc1nnc(-c2ccccc2Cl)o1)N1CCCc2ccccc21,106.0,0.1
CC12NCCC1(C)c1ccccc1N2 (stereo not drawn),102.0,0.3

(cont.)
Molecule,PV pol inh,PV pol inh FP z-score
O=C(NCC(c1cccnc1)N1CCN(Cc2ccccc2)CC1)C(=O)Nc1cccc(Cl)c1 (stereo not drawn),111.0,0.6
O=C1C2C3c4ccccc4C(c4ccccc43)C2C(=O)N1CCN1CCNCC1 (stereo not drawn),101.0,0
CC[C@H]1OC(=O)[C@H](C)[C@@H](O[C@H]2C[C@@](C)(OC)[C@@H](O)[C@H](C)O2)[C@H](C)[C@@H](O[C@@H]2O[C@H](C)C[C@H](N(C)C)[C@H]2O)[C@](C)(O)C[C@@H](C)/C(=N\OCOCCOC)[C@H](C)[C@@H](O)[C@]1(C)O,100.0,0.1
O=C(CCCc1ccccc1)NC1CC(=O)N(c2ccc(Cl)cc2)C1 (stereo not drawn),114.0,1.5
Cc1cc(CNC(=S)Nc2ccc(S(N)(=O)=O)cc2)nn1C,101.0,0.2
Cc1ccc2nc3c(cc(C#N)c(=O)n3-c3nnc(SCc4ccccc4)s3)c(=O)n2c1,107.0,0
CC(C)CCNC(=O)c1nn(-c2ccccc2)c(=O)c2ccccc12,107.0,0.4
Cc1cc(C)nc(SCC(=O)Nc2ncc3c(n2)CCCC3=O)n1,100.0,-0.5
CC(=O)c1ccc(NC(=O)c2nc(-c3ccc(C)cc3)n3c2CCCCC3)cc1,103.0,-0.7
CN(C(=O)COC(=O)Cn1cnc2ccccc2c1=O)c1ccccc1,111.0,0.3

The listing continues.
Molecule,PV pol inh,PV pol inh FP z-score
Cc1ccc(S(=O)(=O)c2cn(C)c3cc(N4CCCC4)c(F)cc3c2=O)c(C)c1,102.0,-1.3
Cc1ccc(OCC(O)CNC(=O)c2ccccc2C(=O)O)cc1 (stereo not drawn),101.0,0.2
Cc1cc(C)cc(NC(=O)C2CCN(S(=O)(=O)c3c(C)noc3/C=C/c3ccco3)CC2)c1,107.0,0.6
Cc1cc(C)c(N=c2scc(C)n2Cc2ccccc2)c(C)c1,103.0,0.3
O=C(NC1CCCCCCC1)c1cc(=O)[nH]c2ccc(S(=O)(=O)N3CCCCC3)cc12,100.0,-0.1
O=C(CN1CCN(c2ccc(C(F)(F)F)cn2)CC1)c1ccccc1,102.0,0.2
COc1ccc(NC(=O)N(CCC(C)C)C(C)c2cccs2)c(OC)c1 (stereo not drawn),110.0,0
Cc1cc(C)c2c(=O)n(CC(=O)Nc3ccc(Br)c(C)c3)sc2n1,99.0,-0.3
COc1cccc(C(=O)NCC(c2ccc(N(C)C)cc2)N2CCOCC2)c1OC (stereo not drawn),110.0,0.6
COc1cc(OC)c(NC(=O)CCCn2nc(C)c3c(C)n(-c4ccccc4)nc3c2=O)cc1Cl,108.0,-0.1

The listing continues:
Molecule,PV pol inh,PV pol inh FP z-score
COc1ccc(C2=NC(c3ccccc3)=Nc3ccc(C)cc3N2)cc1,101.0,-1.7
O=C(NC1CC1)c1ccc2c(c1)[nH]c(=S)n1c3ccccc3nc21,102.0,0.5
Cc1ccc([N+](=O)[O-])cc1S(=O)(=O)N1CCn2cccc2C1c1ccccc1F (stereo not drawn),101.0,-0.9
CC(C)c1ccc(NS(=O)(=O)c2ccc3[nH]cc(C(=O)NC4CCCCC4)c(=O)c3c2)cc1,108.0,-0.3
O=C(OCC(F)(F)C(F)F)c1ccc(O)cc1,104.0,0.5
Cc1ccc(C2C(C=C3C(=O)NC(=O)NC3=O)=C(c3cccs3)Oc3ccccc32)cc1 (stereo not drawn),103.0,0.3
COc1cc(C2N=C(N)Nc3nc4ccccc4n32)cc(OC)c1OC (stereo not drawn),105.0,0.4
CN[C@H](CC(C)C)C(=O)N[C@H]1C(=O)N[C@@H](CC(N)=O)C(=O)N[C@H]2C(=O)N[C@H]3C(=O)N[C@H](C(=O)N[C@H](C(=O)O)c4cc(O)cc(O)c4-c4cc3ccc4O)[C@H](O)c3ccc(c(Cl)c3)Oc3cc2cc(c3O[C@@H]2O[C@H](CO)[C@@H](O)[C@H](O)[C@H]2O[C@H]2C[C@](C)(N)[C@H](O)[C@H](C)O2)Oc2ccc(cc2Cl)[C@H]1O,101.0,0.2
O=C(NCCOc1ccccc1-c1ccccc1)c1ccco1,101.0,0
CC1=NN(C(=O)c2ccccc2)C(C)(NN(C)c2ccccc2)C1 (stereo not drawn),99.0,-0.3

Further records
Molecule,PV pol inh,PV pol inh FP z-score
COc1ccc(CCN(C)C(=O)c2ccc3c(=O)n4c(nc3c2)CCCCC4)cc1OC,99.0,-0.4
CCc1nnc(NC(=O)c2sc(C)nc2C)s1,103.0,0.6
COc1ccc(CNC(=O)c2cc3c(-c4ccccc4F)nn(C)c3s2)cc1,104.0,0
CCCCN1C(=O)C(O)(c2c(C)[nH]c3ccccc23)c2ccccc21 (stereo not drawn),106.0,0.5
CC(C)(C)c1ccc(C(=O)CC(SC2CCCCC2)C(=O)O)cc1 (stereo not drawn),102.0,-0.2
CCc1ccc(-n2c(=S)sc3c(=O)n(-c4ccccc4)c(SCC#N)nc32)cc1,104.0,0.9
COC(=O)CCSCc1cn2ccsc2n1,96.0,-0.6
Cc1ccccc1Cn1cc(CCC(=O)NCc2cccc(Br)c2)c2ccccc21,105.0,-0.3
O=C1c2ccccc2C2(c3ccc(Cl)cc3)NCCN12 (stereo not drawn),103.0,0.2
CCOC(=O)N1CCN(Cc2cccc3ccccc23)CC1,101.0,0.4

Next part:
Molecule,PV pol inh,PV pol inh FP z-score
CCCCN(C)C(=O)C1CCN(c2nn3cc(-c4ccc(OC)cc4)nc3s2)CC1,104.0,0.4
CCc1ccc(NC(=O)Cn2nc(-n3cccc3)c3c(C)cc(C)nc32)cc1,101.0,-0.1
COc1ccc(-c2nc(N)s[n+]2-c2ccccc2)cc1,102.0,-0.3
O=c1c2ccccc2nc(-c2ccccc2)n1OCc1ccc(Br)cc1,105.0,-0.1
O=C1CSc2ccccc2N1,101.0,0
O=C(CCCc1ccccc1)Nc1ccccc1C(=O)O,101.0,0.3
CC(=O)n1c(=S)[nH]c2ccccc21,99.0,-0.3

Complete entries, looked up by structure.
Cc1ccc(CSc2nnnn2-c2ccccc2)cc1 reads PV pol inh = 101.0; PV pol inh FP z-score = -0.3
Cc1ccc(CNC(=O)CN(C)S(=O)(=O)c2cccs2)cc1 reads PV pol inh = 101.0; PV pol inh FP z-score = -0.2
